High-throughput results as filed in PubChem BioAssay.
Glioma ERSR ind – ER stress response induction in glioma; U87-MG GRP78 promoter luciferase reporter, 16 h; Potency, µM, for the others: at the top dose activation, usual class: activators; hit rate 0.02% among 420,000; AID 602332; also: series mostly up to about 76 µM; % of control where 0% means no effect; nearly all actives have a fitted effect of over 35% in size
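Stably transfected U87-MG human glioma cells carrying a GRP78-based luminescent sensor were seeded at 1000 cells/well, pin-dosed with compounds and incubated 16 h. Luciferase reagent was then added, and end-point luminescence was read after 10 min at room temperature.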
RGS4 inhibitor – blocks human RGS4-accelerated GTP hydrolysis; Transcreener GDP fluorescence polarization, RGS4-accelerated GTP hydrolysis; Potency, µM (top dose mostly 114 µM), for the others: at the top dose activity change, negative = inhibition, most hits filed as inhibitors; hit rate 0.039% among 390,000; AID 504845; also: % is scaled to controls: 0 for no effect and ±100 for the full control effect; nearly all actives have a fitted effect of over 75% in size; some results filed as inactive show a strong effect at the top dose
Target sequence (P49798 whole entry, looked up): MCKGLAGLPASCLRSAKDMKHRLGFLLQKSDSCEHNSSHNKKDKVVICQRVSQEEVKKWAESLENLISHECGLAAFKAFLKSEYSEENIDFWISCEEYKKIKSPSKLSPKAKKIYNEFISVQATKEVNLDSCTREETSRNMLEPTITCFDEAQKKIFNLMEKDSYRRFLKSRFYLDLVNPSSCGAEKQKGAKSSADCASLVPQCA
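MLSMR compounds (23 nl, pin-transferred) preincubated 10 min at room temperature with a 500nM (2x) first reagent, then RGS4 at 900nM (2x) plus Transcreener GDP mix added; fluorescence polarization (620/688 nm) read before and after 90 min at 30 °C.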
* marks the source's active call; other numbers are inactive results; i = inactive; ? = inconclusive; nt = not tested or not shown; & = joins results of further samples; [ ] = dose if it differs, or a comment. Calls follow the shape of the dose curve; as a rule, active = well fitted curve in the direction sought with a large enough effect; inconclusive = small, poorly fitted or top-dose-only effect, or another doubt; inactive = no such curve, though single readings can be large; an effect the other way counts as inactive or inconclusive. Potency is read from the fitted curve at half-maximal effect.

SMILES	Glioma ERSR ind	RGS4 inhibitor
O=C(c1ccco1)N1CCC[C@@]2(CCN(Cc3nccs3)C2)C1	-2%	nt
O=C(c1ccccc1F)N(Cc1cc2cc3c(cc2nc1N1CCOCC1)CCC3)CC1CCCO1 (centres undefined)	-2%	nt
Cc1cc(O)cc(O)c1C(=O)O	-3%	nt
CCCCCCCCCCCCOS(=O)(=O)O	-5%	nt
COc1ccc(-c2nc3cnc(N4CCOCC4)nc3n(CCC#N)c2=O)cc1	-3%	nt
Nc1nc(=O)n(C2OC(CO)C(O)C2O)cc1Cl (centres undefined)	-1%	nt
COCCN1CCN(C(=O)c2cnn(-c3nccc(-c4ccccc4OC)n3)c2-c2ccco2)CC1	-1%	nt
CCCCCCCCCCCCCCCCOC[C@H](COP(=O)([O-])OCC[N+](C)(C)C)OC(=O)NC	2%	?
CCCCCCCCCC(=O)OCC(CO)OC(=O)CCCCCCCCC (centres undefined)	-3%	27µM*
N[C@@H](CSS(=O)(=O)O)C(=O)O	-5%&-1%&-2%	?
CN(C)CC(O)Cn1c2ccc(Br)cc2c2cc(Br)ccc21 (centres undefined)	-12%	0.67µM*
CNCCCCOc1ccccc1Cc1ccccc1	-2%	i
C[C@H](N=C(NC#N)Nc1ccncc1)C(C)(C)C	-1%&-2%	-122%[56.9 µM]
COC(=O)C[C@](O)(CCCC(C)(C)O)C(=O)O[C@@H]1C(OC)=C[C@]23CCCN2CCc2cc4c(cc2[C@H]13)OCO4	-5%	i
COC(=O)C1=C(C)NC(C)=C([N+](=O)[O-])[C@@H]1c1ccccc1C(F)(F)F	-2%&-3%	?
CN1[C@H](CC(=O)c2ccccc2)CCC[C@H]1C[C@H](O)c1ccccc1	-3%	i
CCCCC/C=C\C/C=C\CCCCCCCC(N)=O	-3%	24µM*
NCCC(=O)O	-2%&-2%	nt
N[C@@H](C(=O)O)[C@H](CC(=O)O)c1ccc(Cl)cc1	-3%	i
CCS(=O)(=O)N1CCC[C@H]2CN3CCc4cc(OC)ccc4[C@@H]3C[C@@H]21	-4%&-3%	?
COc1ccccc1N1CCN(C[C@@H](C(=O)NC(C)(C)C)c2ccccc2)CC1	nt	i
NC(C(=O)O)C(CC(=O)O)c1ccc(Cl)cc1 (centres undefined)	0%	i
O=C(O)CCC/C=C\CC1C2CCC(O2)C1CNNC(=O)Nc1ccccc1 (centres undefined)	-1%	?
c1ccc2cc(C3=NCCN3)ncc2c1	-7%	i
CN(CCc1ccc(Cl)c(Cl)c1)CCN1CCCCCC1	-4%&-4%	240%[activator][56.9 µM]

A stretch from the list above:
SMILES	Glioma ERSR ind	RGS4 inhibitor
O=C(c1ccco1)N1CCC[C@@]2(CCN(Cc3nccs3)C2)C1	-2%	nt
O=C(c1ccccc1F)N(Cc1cc2cc3c(cc2nc1N1CCOCC1)CCC3)CC1CCCO1 (centres undefined)	-2%	nt
Cc1cc(O)cc(O)c1C(=O)O	-3%	nt
CCCCCCCCCCCCOS(=O)(=O)O	-5%	nt
COc1ccc(-c2nc3cnc(N4CCOCC4)nc3n(CCC#N)c2=O)cc1	-3%	nt
Nc1nc(=O)n(C2OC(CO)C(O)C2O)cc1Cl (centres undefined)	-1%	nt
COCCN1CCN(C(=O)c2cnn(-c3nccc(-c4ccccc4OC)n3)c2-c2ccco2)CC1	-1%	nt
CCCCCCCCCCCCCCCCOC[C@H](COP(=O)([O-])OCC[N+](C)(C)C)OC(=O)NC	2%	?
CCCCCCCCCC(=O)OCC(CO)OC(=O)CCCCCCCCC (centres undefined)	-3%	27µM*
N[C@@H](CSS(=O)(=O)O)C(=O)O	-5%&-1%&-2%	?
CN(C)CC(O)Cn1c2ccc(Br)cc2c2cc(Br)ccc21 (centres undefined)	-12%	0.67µM*
CNCCCCOc1ccccc1Cc1ccccc1	-2%	i
C[C@H](N=C(NC#N)Nc1ccncc1)C(C)(C)C	-1%&-2%	-122%[56.9 µM]
COC(=O)C[C@](O)(CCCC(C)(C)O)C(=O)O[C@@H]1C(OC)=C[C@]23CCCN2CCc2cc4c(cc2[C@H]13)OCO4	-5%	i
COC(=O)C1=C(C)NC(C)=C([N+](=O)[O-])[C@@H]1c1ccccc1C(F)(F)F	-2%&-3%	?
CN1[C@H](CC(=O)c2ccccc2)CCC[C@H]1C[C@H](O)c1ccccc1	-3%	i
CCCCC/C=C\C/C=C\CCCCCCCC(N)=O	-3%	24µM*
NCCC(=O)O	-2%&-2%	nt
N[C@@H](C(=O)O)[C@H](CC(=O)O)c1ccc(Cl)cc1	-3%	i
CCS(=O)(=O)N1CCC[C@H]2CN3CCc4cc(OC)ccc4[C@@H]3C[C@@H]21	-4%&-3%	?
COc1ccccc1N1CCN(C[C@@H](C(=O)NC(C)(C)C)c2ccccc2)CC1	nt	i
NC(C(=O)O)C(CC(=O)O)c1ccc(Cl)cc1 (centres undefined)	0%	i

(continued)
SMILES	Glioma ERSR ind	RGS4 inhibitor
O=c1cc(-c2ccc(O)cc2)oc2cccc(O)c12	2%	2.1µM*
CCCCCCCCCCCCCCCCCCc1ccc(C(=O)/C=C\C(=O)O)cc1	4%	nt
CC[C@@H](C)[C@@H](CO[C@@H](Cc1ccccc1)C(=O)N[C@@H](CCS(C)(=O)=O)C(=O)OC(C)C)NC[C@@H](N)CS	-1%&-4%	i
Cc1ccc(/C(=C/CN2CCCC2)c2ccccn2)cc1	-5%&-4%	7%[56.9 µM]
COc1ccc(Cl)cc1N=Nc1ncc[nH]1	-4%&-1%	-176%[56.9 µM]
CCCCCCCCCCCCC/C=C/[C@@H](O)[C@H](CO)NC(C)=O	-3%	nt
CCCCC/C=C\C\C=C/C=C/C=C/[C@@H](SC[C@H](N)C(=O)NCC(=O)O)[C@@H](O)CCCC(=O)O	-1%	27µM*
C/C=C1\C2C=C(C)CC1(N)c1ccc(=O)[nH]c1C2 (centres undefined)	-4%&-2%	320%[activator][56.9 µM]
N[C@H](CO)Cc1cnc[nH]1	-5%	i
c1cc2c(cc1C1CCCCC1)c1c3n2CCN[C@H]3CCC1	-12%	i
O=c1c(-c2ccc(O[C@@H]3O[C@H](CO)[C@@H](O)[C@H](O)[C@H]3O)cc2)coc2cc(O)cc(O)c12	1%	227%[activator][56.9 µM]
OC[C@@H]1O[C@@H](n2cnc3c(N[C@H]4CCC[C@@H]4O)ncnc32)[C@H](O)[C@H]1O	-2%	i
c1ncc(CC2CCNCC2)[nH]1	-4%&-4%	-24%[56.9 µM]
CS(=O)(=O)Nc1c(O)ccc2c1CCC[C@H]2C1=NCCN1	-1%	-61%[56.9 µM]
O=C(Nc1ccccc1)[C@@]12C[C@@H]1/C(=N/O)c1ccccc1O2	0%	-159%[56.9 µM]
Clc1cccc2c1CN(C1=NCCN1)C2	-4%	i
C[C@@H]1CN(CCCn2c3ccccc3c3ccccc32)C[C@H](C)N1	-7%	-168%[56.9 µM]
CCC(=O)N[C@@H]1Cc2ccccc2[C@@H](c2ccccc2)C1	-4%	-37%[56.9 µM]
CCOC(=O)[C@@]12C[C@@H]1/C(=N/O)c1ccccc1O2	-4%	nt
COc1ccc2[nH]cc(CC(N)C(=O)O)c2c1 (centres undefined)	2%&-4%	40%[activator][56.9 µM]
CCCCC[C@H](O)/C=C/C1=C(C/C=C\CCCC(=O)O)C(=O)CC1	-2%	?
C=CC[C@@H]1[C@H](O)CC[C@@]2(C)[C@H]1CC[C@@H]1[C@@H]2CC[C@]2(C)C([C@H](C)CCCC(C)C)CC[C@@H]12 (some centres undefined)	-4%	?
CC(=O)N1CCN(C)CC1	-4%&-4%	?
Nc1ccn([C@@H]2O[C@H](CO)[C@@H](OP(=O)(O)O)[C@H]2O)c(=O)n1	-1%	i
CC(C)=CCC/C(C)=C/CC/C(C)=C/CO	-1%&-2%&-3%	-137%[56.9 µM]

Single values from the list:
Entry of CS(=O)(=O)Nc1c(O)ccc2c1CCC[C@H]2C1=NCCN1 in Glioma ERSR ind: -1%
Entry of Nc1ccn([C@@H]2O[C@H](CO)[C@@H](OP(=O)(O)O)[C@H]2O)c(=O)n1 in Glioma ERSR ind: -1%
Entry of C/C=C1\C2C=C(C)CC1(N)c1ccc(=O)[nH]c1C2 (centres undefined) in RGS4 inhibitor: 320%[activator][56.9 µM]

Remaining list, next part
SMILES	Glioma ERSR ind	RGS4 inhibitor
C[C@@](N)(C(=O)O)c1ccc(C(=O)O)cc1	0%&0%&-2%	?
C=NCc1cc2c(OC[C@@H](O)CNC(C)(C)C)cccc2[nH]1	-3%	?
COc1cc2c(C=O)c3c4c(cc(OC)c(OC)c4c2cc1OC)CCN3C	-6%	-66%[56.9 µM]
CCCCC/C=C\C/C=C\C/C=C\CCCCCCC(=O)O	-2%	?
Cc1cccc(-c2cc(=O)c3cc(Br)ccc3o2)c1	1%	i
Cn1cc(C(F)(F)F)nc1-c1ccc(OC[C@@H](O)CNCCOc2ccc(O)c(C(N)=O)c2)cc1	-3%	i
CN=C(NC#N)NCCSCc1csc(N=C(N)N)n1	-3%&-5%	?
CCCN(CCC)C[C@@H]1CCCCN1CCNC(=O)N1c2ccccc2C(=O)Nc2cccnc21	-2%	i
CC(=O)N[C@@H](CC(=O)O)C(=O)N[C@@H](CCC(=O)O)C(=O)O	-3%&-5%&-3%	320%[activator][56.9 µM]
CCCCCN=c1ccn(Cc2ccccc2)c2ccccc12	-5%	i
CC1NC(C(=O)O)Cc2c1[nH]c1ccccc21 (centres undefined)	-1%	120%[activator][56.9 µM]
NC1(C(=O)O)C[C@@H](C(=O)O)[C@H](C(=O)O)C1	-5%&-5%&-6%	?
N[C@H](C(=O)O)c1nn[nH]n1	-3%	i
Cc1cc(NC(=O)Nc2ccc(N(C)C)cc2)c2cc(F)cc(F)c2n1	3%&-3%	?
CCCCCCCC/C=C\C/C=C\C/C=C\CCCC(=O)O	-5%	?
CCCCCCc1c(C[C@H](N)C(=O)O)o[nH]c1=O	-5%&-1%	i
O=C(Cc1ccccc1)Nc1nc2ccc(Cl)cc2c2nc(-c3ccco3)nn12	-5%&1%	38µM*
COc1ccc2[nH]c(-c3ccccc3)c(CCNC(C)=O)c2c1	-2%&-3%	-122%[56.9 µM]
C#Cc1cccc(Nc2ncnc3cc(OC)c(OC)cc23)c1	-1%	170%[activator][56.9 µM]
NC1(C(=O)O)CCc2cc(P(=O)(O)O)ccc21 (centres undefined)	-2%	38µM*
O=C(O)[C@@H]1CN[C@@H](C(=O)O)C1	-2%	nt
CCC(C)C(=O)O[C@H]1C[C@@H](C)C=C2C=C[C@H](C)[C@H](CC[C@@H]3C[C@@H](O)CC(=O)O3)C21 (some centres undefined)	-1%	i
OC[C@H]1O[C@@H](OC[C@H]2O[C@@H](O)[C@H](O)[C@@H](O)[C@@H]2O)[C@H](O)[C@@H](O)[C@@H]1O	-2%	-68%[56.9 µM]
O=C(O)[C@H]1CN(CCCP(=O)(O)O)CCN1	-1%&-4%	nt
CN(C)CCN1C(=O)c2ccccc2N(C)c2ccccc21	-6%&-3%	?
The list goes on:
SMILES	Glioma ERSR ind	RGS4 inhibitor
COc1cc2c(Cc3c4c5c(cc(OC)c(OC)c5c5c(OC)c(OC)ccc35)CCN4C)c3c4c(cc(OC)c(OC)c4c2cc1OC)CCN3C	-3%	i
CC1(C(=O)O)NCCc2cc(O)c(O)cc21 (centres undefined)	-4%	nt
C=CCN1CCN(c2nc3ccccc3nc2C#N)CC1	2%&-3%	?
COc1cc(N)c(Cl)cc1C(=O)OCCCN1CCCCC1	0%&-5%	i
CC(C)SC(=N)N	-1%	nt
N[C@@H](C(=O)O)c1ccc(C(=O)O)c(C(=O)O)c1	-5%&0%&-5%&-3%	40%&-90%[activator][56.9 µM]
COc1cccc(NC(=O)/C=C\c2ccc(Cl)cc2)c1	2%	i
CC(=O)NCC(=O)N[C@H](CCC(=O)O)C(=O)O	-2%&-2%	i
CC1(C)CC[C@]2(C(=O)O)CC[C@]3(C)C(=CCC4[C@@]5(C)CC[C@H](O)C(C)(C)C5[C@H](O)C[C@]43C)C2C1 (some centres undefined)	-1%	400%[activator][56.9 µM]
COc1cc(COc2cc(N)c(Cl)cc2C(=O)CCC2CCN(CCNS(C)(=O)=O)CC2)cc(OC)c1	-8%&-3%	130%[activator][56.9 µM]
CCc1cc2c(c(CC)n1)CCC(=O)N2Cc1ccc(-c2ccccc2-c2nn[nH]n2)cc1	-3%	i
COc1cc2ncc(-c3ccccc3)nc2cc1OC	10%&0%	440%[activator][56.9 µM]
O=C(Nc1ccccc1)N[C@H]1C[C@H](C(=O)O)Nc2cc(Cl)cc(Cl)c21	-3%&-3%	i
CCCCCCCC(=O)O[C@H](CC(=O)O)C[N+](C)(C)C	-3%	i
N[C@H](CCCP(=O)(O)O)C(=O)O	-1%&1%	88%[activator][56.9 µM]
CCC(=O)O[C@H](CC(=O)O)C[N+](C)(C)C	-4%	-90%[56.9 µM]

Two consecutive records from above, quoted:
SMILES	Glioma ERSR ind	RGS4 inhibitor
O=C(c1ccco1)N1CCC[C@@]2(CCN(Cc3nccs3)C2)C1	-2%	nt
O=C(c1ccccc1F)N(Cc1cc2cc3c(cc2nc1N1CCOCC1)CCC3)CC1CCCO1 (centres undefined)	-2%	nt

This is a subset; rates above refer to the full screens.
